# Bioassay records from PubChem BioAssay.
# GPR151 activ – activators of human GPR151, primary screen, cell-based, PathHunter beta-arrestin, luminescence; G-protein coupled receptor 151 (Homo sapiens), Q8TDV0; PathHunter beta-arrestin GPR151 cells; activation, % at 11.2 µM; actives 1% (n = 650,000); AID 1508602, 2020; in the data active means activation above about 4.9%;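 further: 0% = median of compound wells and 100% = cells with positive control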
# Target sequence (Q8TDV0 whole entry, looked up): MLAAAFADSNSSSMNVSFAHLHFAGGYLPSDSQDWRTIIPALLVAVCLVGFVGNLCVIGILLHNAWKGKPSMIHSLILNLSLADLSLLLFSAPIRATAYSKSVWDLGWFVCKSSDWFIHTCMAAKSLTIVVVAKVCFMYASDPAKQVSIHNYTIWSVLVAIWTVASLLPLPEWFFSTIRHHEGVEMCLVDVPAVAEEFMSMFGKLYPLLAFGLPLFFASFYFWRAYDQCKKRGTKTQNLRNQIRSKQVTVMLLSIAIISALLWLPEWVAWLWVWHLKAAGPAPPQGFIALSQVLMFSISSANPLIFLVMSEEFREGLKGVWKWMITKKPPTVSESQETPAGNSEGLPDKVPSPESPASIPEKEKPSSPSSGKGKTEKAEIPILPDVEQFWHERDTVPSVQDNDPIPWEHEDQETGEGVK
# MITF inh – MITF inhibitors, primary screen, biochemical, AlphaScreen, human. Microphthalmia-associated transcription factor (Homo sapiens), O75030. AlphaScreen MITF homodimerization, bead proximity signal. inhibition, % at 2.6 µM. actives 0.91% (n = 650,000). AID 1259374, 2018; in the data active means inhibition above about 50%;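 further: 0% = vehicle wells with protein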
# Target sequence (O75030 whole entry, looked up): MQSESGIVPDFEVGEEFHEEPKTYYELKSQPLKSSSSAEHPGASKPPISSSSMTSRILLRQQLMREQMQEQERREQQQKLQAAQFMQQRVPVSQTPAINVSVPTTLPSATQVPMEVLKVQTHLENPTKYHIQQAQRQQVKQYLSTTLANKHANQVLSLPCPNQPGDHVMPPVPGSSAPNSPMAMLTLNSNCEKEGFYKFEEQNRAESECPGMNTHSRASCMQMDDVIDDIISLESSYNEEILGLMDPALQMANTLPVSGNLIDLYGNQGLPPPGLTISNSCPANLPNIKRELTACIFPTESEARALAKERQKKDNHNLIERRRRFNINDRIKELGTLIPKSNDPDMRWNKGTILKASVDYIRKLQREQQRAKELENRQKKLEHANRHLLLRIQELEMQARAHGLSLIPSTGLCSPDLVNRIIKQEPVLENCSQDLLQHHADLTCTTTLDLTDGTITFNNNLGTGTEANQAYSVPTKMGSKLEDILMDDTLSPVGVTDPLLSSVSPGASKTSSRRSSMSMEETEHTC
# FBW7 activator – FBW7 E3 ligase activators, primary screen, biochemical, AlphaScreen, human; F-box/WD repeat-containing protein 7 (Homo sapiens), Q969H0; AlphaScreen FBW7–phospho-cyclin E peptide binding, activator screen; normalized activity (activation), % at 26.1 µM; actives 0.13% (n = 650,000); AID 1259310, 2017; in the data active means normalized activity above about 1.9%;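 further: purified mutant Fbw7 with reduced substrate affinity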
# TEAD-YAP inh – TEAD-YAP interaction inhibition, primary screen, TEAD-YAP interaction inhibitor project, luminescence, HEK-TIYL cells. TEAD-Gal4/YAP UAS-luciferase luminescence. inhibition, % at 9.12 µM. actives 1.4% (n = 640,000). AID 1259422, 2018; in the data active means inhibition above about 32%;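 further: 0% = median of test compound wells and 100% = reference inhibitor wells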
# An asterisk follows results filed as active.
SMILES,GPR151 activ,MITF inh,FBW7 activator,TEAD-YAP inh
CC1(c2ccccc2)NC(=O)N(CC(=O)Nc2ccc(C(N)=O)cc2)C1=O (configuration not stated),1.5,-1,-0.2,9
COCCNC(=O)[C@@H]1C[C@@H](NCc2ccccc2C(F)(F)F)CN1Cc1ccccc1,0.1,14,1.0,1
CNC(c1ccccc1[N+](=O)[O-])c1nnnn1-c1cccc(Cl)c1 (configuration not stated),-1.1,-10,-0.3,14
O=C(NCCNc1ccc(Cl)cc1[N+](=O)[O-])c1cccc(Br)c1,-0.7,4,-0.2,0
O=C(NCCc1ccc(O)cc1)c1cnc(Nc2nccc3ccccc23)s1,-1.1,-1,0.0,-7
CCCn1ncc(C(=O)N2CCC(c3ccncc3)CC2)c1C,-0.9,17,0.1,6
O=C(CSc1nnc2ccccn12)Nc1cc(C(=O)O)cc(C(=O)O)c1,1.7,-12,-0.8,0
Cc1cccc(OCc2nc(-c3nonc3N)no2)c1C,-0.9,-9,0.0,-37
CC(C)NS(=O)(=O)c1ccc2c(c1)OCC(=O)N2CC(=O)NC1CCCCC1,-3.1,-9,-0.1,-6
Cc1c(C(=O)N2CCN(c3cccc(Cl)c3)CC2)sc2ncn(CC(=O)Nc3cccc(C(F)(F)F)c3)c(=O)c12,-0.8,13,-0.1,8
CCCOc1ccc(N2CC(C(=O)Nc3cccc([N+](=O)[O-])c3)CC2=O)cc1 (configuration not stated),0.6,3,-0.2,-2
Cc1[nH]n(-c2ccccc2)c(=O)c1/C=N/NC(C)(C)C,-0.7,-17,-0.6,0
CCOC(=O)c1oc2c(c1C)C(=O)CC(C)(C)C2,1.6,-12,0.1,-5
CC1CC(=O)C2=C(C1)Nc1nc(C(F)(F)F)nn1C2c1ccccc1 (configuration not stated),-0.5,-6,0.1,2
COc1ccccc1/C=C1/C(=O)NC(=O)N(Cc2ccc(F)cc2)C1=O,-0.9,-10,-1.1,0
CCNC(=O)N1CCC(c2nc(OC)cc(OC)n2)CC1,1.1,4,0.1,-4
COc1cccc(-n2nc3ccc(NC(=O)c4ccc(C(C)(C)C)cc4)cc3n2)c1,-0.9,-1,0.1,-8
CCc1ccc(NC(=O)C(=O)N/N=C(\C)CC(=O)Nc2cccc(OC)c2)cc1,1.7,1,-0.1,-1
COc1ccc(N2C(=O)CC(N3CCN(C(=O)c4ccccc4F)CC3)C2=O)cc1 (configuration not stated),-0.8,-5,-0.1,-5
CCC(C)(C)C1CCc2sc3ncnc(N4CCOCC4)c3c2C1 (configuration not stated),-1.4,13,0.6,0
O=C1/C(=C/c2cccc([N+](=O)[O-])c2)SC(=S)N1Cc1cccnc1,-1.4,-17,0.1,3
CC(C)(C)C(=O)Nc1ccc(S(=O)(=O)N2CCCC2)cc1,1.3,10,0.9,-7
CSc1ccc(CN2CCc3nnc(C(NC(=O)C4CCOC4)C(C)C)n3CC2)cc1 (configuration not stated),-0.5,-8,-0.1,-1
O=C(Nc1ccc(-c2cn[nH]c2)cc1Oc1cccnc1)C1COc2ccccc2O1 (configuration not stated),1.9,5,-0.1,0
CC(C(=O)O)N(C(=O)c1ccccc1)c1ccc(F)cc1 (configuration not stated),3.3,-10,-0.1,0
CCCCS(=O)CC(O)CSc1nc(-c2ccc(C)cc2)cc(-c2ccccc2)c1C#N (configuration not stated),-0.1,0,0.0,2
COc1ccc2nc(C(F)(F)Cl)c(C#N)c(N)c2c1,0.2,-7,0.5,15
Cc1ccc(C2CC(C(F)(F)F)n3nc(C(=O)N4CCN(Cc5ccccc5)CC4)c(Cl)c3N2)cc1 (configuration not stated),0.2,-1,-0.1,0
CCN(C(C)=O)C1=C(N2CCCC2)C(=O)c2ccccc2C1=O,-1.6,11,0.2,84*
O=C(/C=C1/NC(=S)N(c2ccccc2)C1=O)c1ccccc1,0.0,8,0.3,9
C=CCn1c(SCC(=O)c2ccc(Cl)cc2)nc2cc(C(=O)N3CCC(C(N)=O)CC3)ccc2c1=O,0.4,2,0.0,-5
O=C(OC(c1ccccc1)c1nccc2ccccc12)c1ccccc1F (configuration not stated),0.9,-6,-0.1,20
COc1ccc(OCC(=O)N/N=C/c2cc([N+](=O)[O-])ccc2O)c(Br)c1,1.9,-6,0.0,-1
COc1ccc(-c2cnnc(N/N=C/c3ccc(C(=O)O)cc3)n2)cc1,1.1,3,0.0,-6
CCS(=O)(=O)C1=NSC2=NC(=O)/C(=C\c3ccc(Cl)cc3)C(=N)N21,0.3,5,-0.2,-9
Nc1nc(Nc2ccccc2)cc(Nc2ccccc2)n1,0.1,-5,-0.1,-24
Cc1ccc(OCCNc2ccc(C(F)(F)F)cc2[N+](=O)[O-])cc1C,0.5,2,0.1,2
COc1cc(C2=NOC(C(=O)N3CCOCC3)C2)cc(OC)c1OC (configuration not stated),-1.2,17,0.7,2
Cc1ccc(C(=O)COC(=O)c2cc(Cl)ccc2O)cc1C,-0.3,-2,0.1,-14
Cc1ccc(C2CC(C(F)(F)F)n3ncc(C(=O)Nc4cccnc4)c3N2)cc1 (configuration not stated),0.4,-3,-0.2,-12

# 14 of the compounds above, with two lines to a compound:
# Below each compound: GPR151 activ, MITF inh, FBW7 activator, TEAD-YAP inh
> COc1ccc2nc(C(F)(F)Cl)c(C#N)c(N)c2c1
    0.2, -7, 0.5, 15
> Cc1ccc(C2CC(C(F)(F)F)n3nc(C(=O)N4CCN(Cc5ccccc5)CC4)c(Cl)c3N2)cc1 (configuration not stated)
    0.2, -1, -0.1, 0
> CCN(C(C)=O)C1=C(N2CCCC2)C(=O)c2ccccc2C1=O
    -1.6, 11, 0.2, 84*
> O=C(/C=C1/NC(=S)N(c2ccccc2)C1=O)c1ccccc1
    0.0, 8, 0.3, 9
> C=CCn1c(SCC(=O)c2ccc(Cl)cc2)nc2cc(C(=O)N3CCC(C(N)=O)CC3)ccc2c1=O
    0.4, 2, 0.0, -5
> O=C(OC(c1ccccc1)c1nccc2ccccc12)c1ccccc1F (configuration not stated)
    0.9, -6, -0.1, 20
> COc1ccc(OCC(=O)N/N=C/c2cc([N+](=O)[O-])ccc2O)c(Br)c1
    1.9, -6, 0.0, -1
> COc1ccc(-c2cnnc(N/N=C/c3ccc(C(=O)O)cc3)n2)cc1
    1.1, 3, 0.0, -6
> CCS(=O)(=O)C1=NSC2=NC(=O)/C(=C\c3ccc(Cl)cc3)C(=N)N21
    0.3, 5, -0.2, -9
> Nc1nc(Nc2ccccc2)cc(Nc2ccccc2)n1
    0.1, -5, -0.1, -24
> Cc1ccc(OCCNc2ccc(C(F)(F)F)cc2[N+](=O)[O-])cc1C
    0.5, 2, 0.1, 2
> COc1cc(C2=NOC(C(=O)N3CCOCC3)C2)cc(OC)c1OC (configuration not stated)
    -1.2, 17, 0.7, 2
> Cc1ccc(C(=O)COC(=O)c2cc(Cl)ccc2O)cc1C
    -0.3, -2, 0.1, -14
> Cc1ccc(C2CC(C(F)(F)F)n3ncc(C(=O)Nc4cccnc4)c3N2)cc1 (configuration not stated)
    0.4, -3, -0.2, -12

# Next entries.
SMILES,GPR151 activ,MITF inh,FBW7 activator,TEAD-YAP inh
Cc1nnc(SCC(=O)Nc2ccc(C)c([N+](=O)[O-])c2)s1,7.3*,18,0.0,9
CN1CC=C2C(C#N)=C(N)C(C#N)(C#N)C(c3cccs3)C2C1 (configuration not stated),1.4,27,-0.1,-7
Cn1cccc1CC(=O)N/N=C\c1cccc(OCc2ccccc2)c1,-1.9,7,0.7,12
COCCCNC(=O)c1cnn2c(C)c(Cc3c(C)cc(C)cc3C)c(C)nc12,0.5,7,0.0,31
COCc1ccc([C@@H]2C[C@H]3CN(Cc4ccccc4OC)C(=O)[C@]34CCCN24)o1,4.5,8,-0.2,1
O=C(CSc1nnc2n(-c3ccccc3)c(=O)c3ccccc3n12)NCc1ccco1,-0.9,-8,-0.1,8
CCN(c1cccc(C)c1)S(=O)(=O)c1ccc2[nH]cc(C(=O)NCCC3=CCCCC3)c(=O)c2c1,-0.6,18,-0.3,-6
CCc1nc(S(C)(=O)=O)c(C#N)cc1C,-0.2,2,0.1,-1
Cc1nc(C)c(CCNS(=O)(=O)c2ccc(F)cc2)s1,-0.1,3,0.4,7
COc1ccc(N2C(=O)CC(NCCNC(=O)c3ccc(Cl)cc3)C2=O)cc1 (configuration not stated),18*,7,0.2,3
CCC1(c2ccccc2)NC(=O)N(CCOc2ccc(C)cc2)C1=O (configuration not stated),0.0,-22,-0.1,-4
COc1c(C)cccc1C(=O)Nc1sc(C)c(C)c1C#N,2.1,12,0.9,4
CN(Cc1ccccc1)S(=O)(=O)c1nnc(NC(=O)c2ccccc2Cl)s1,2.3,-5,0.0,-7
Cc1cccc(C)c1OCC(=O)NCc1ccccc1,-0.5,12,0.1,-7
Clc1cccc(Cc2cnc(Nc3ccccn3)s2)c1Cl,0.0,-5,0.0,-5
COCCn1c(SCC(=O)Nc2ccc(C(C)=O)cc2)nnc1C(C)C,-0.8,-9,0.0,4
CC(=O)NC(=O)c1ccc(-c2ccc(Cl)cc2)o1,-1.1,-4,0.3,-11
Cc1cccc(NC(=O)CC2CSc3nc4c(cnn4-c4ccccc4)c(=O)n32)c1C (configuration not stated),-0.6,16,-0.1,4
COc1ccc(C2C(C(=O)OC3CCCCC3)=C(C)NC3=C2C(=O)CCC3)cc1Br (configuration not stated),1.2,-6,0.0,3
Cc1nc(SCC(=O)N(C(C)C)C(C)C)c2c(C)c(C)sc2n1,1.1,-4,0.0,51*
CCOC(=O)N1CCC(NC(=O)c2ccc(NC(=O)c3cn(C)nc3OC)cc2)CC1,0.0,3,0.1,7
O=C(CSc1ncnc2ccccc12)OCc1ccccc1,-0.7,-3,-0.1,-3
CCOC(=O)c1c(NC(=O)CSc2nnc(CNC(=O)c3ccc([N+](=O)[O-])cc3)n2-c2cccc(C)c2C)sc2c1CCCC2,-0.5,4,0.0,-2
CN(Cc1ccccc1)C(=O)c1nc2ccccn2c1CNCCN1CCCCC1,0.3,16,0.3,9
OCCC1CCCCN1c1ccnc2c(-c3ccc(Cl)cc3)cnn12 (configuration not stated),0.4,-11,0.4,47*
O=C(O)c1cccc(N=Cc2ccccc2Cl)c1,-0.1,-2,-0.1,10
COC(=O)c1cc2sc(Cl)cc2n1Cc1cc(=O)n2ccccc2n1,-0.3,0,0.7,-2
CC12C=CC3(CN(Cc4ccccc4)C(=O)C3C1C(=O)NCCc1ccc(Cl)cc1)O2 (configuration not stated),0.7,9,0.0,-1
CCCCC(CC)CNC(=O)C(=O)NC(C)C (configuration not stated),-0.3,20,-0.1,-2
O=C(NCC1CCCN(C2CCSCC2)C1)c1ccc(-c2ccccc2)cc1 (configuration not stated),-1.0,4,0.0,0
CCOc1cc(/C=C(\C#N)C(=O)NCCCOC)ccc1OCc1ccccc1,0.1,-19,-0.2,3
O=C(COc1ccc(Cl)cc1)N1CCN(C(=O)c2cccnc2)CC1,0.2,12,-0.1,5
COc1ccc(C=Nc2ccccc2C(N)=O)c2ccccc12,-0.4,24,-0.1,60*
CC(c1ccccc1)N1C(=O)c2ccc(C(=O)Nc3ccccc3C(=O)O)cc2C1=O (configuration not stated),1.4,0,0.0,5
O=C1N(Cc2ccccc2)c2ccccc2C12SCCS2,0.2,3,-0.1,2
CCOC(=O)c1cc(-c2ccc(OC)cc2)nc2ccc(Cl)cc12,-1.2,-3,-0.1,0
N#C/C(=N\Nc1ccc(Cl)c(S(=O)(=O)N2CCOCC2)c1)c1ccccn1,2.4,6,0.1,-11
Cc1cccc2c1NC(C)(C)c1sn(-c3cccc(Cl)c3C)c(=S)c1-2,0.1,18,-0.1,6
CCOc1ccccc1N(CC(=O)N1CCN(c2ccccc2)CC1)S(=O)(=O)c1ccccc1,-1.9,20,0.9,3
CCc1ccccc1N(CC(=O)NCc1ccco1)C(=O)CCC(=O)Nc1ccccn1,-0.2,2,0.1,1
C[C@@H]1NC(=O)[C@@H]2C[C@H](NCc3ccccc3F)CN2C1=O,-1.5,-4,-0.2,-8
CC1CCN(CC(=O)NCCc2ccc(F)cc2)CC1,-0.1,4,-0.3,18
Cc1cc(=O)[nH]c(SCC(=O)Nc2c(Cl)cc(Cl)cc2Cl)n1,0.9,6,-0.1,-9
Cc1cc(C)n(-c2cc(NCCNC(=O)Nc3ccc(F)cc3F)ncn2)n1,1.9,9,0.1,14
Cc1cc(C)c(CN2CCc3nnc(CNC(=O)COc4ccccc4)n3CC2)cc1C,0.2,12,0.1,9
CCOc1ccc(NC(=O)CSc2nc3cc4c(cc3c(=O)n2CCCCCC(=O)NCc2ccc3c(c2)OCO3)OCO4)cc1,-0.8,1,0.2,15
Cc1cc(C)nc(SCC(=O)N/N=C\c2c[nH]c3ccccc23)n1,-0.6,-3,-0.1,5
COc1cc2cc3c(N)c(C(=O)Nc4ccc5c(c4)OCCO5)sc3nc2cc1OC,1.1,14,0.0,1
COc1ccccc1C(O)(C(=O)NNc1ccc(Br)cc1)c1ccccc1OC,0.7,-4,0.1,11
CCC1C(=O)NCCN1C(=O)CCc1nnc(Cc2cccc(C(F)(F)F)c2)o1 (configuration not stated),0.7,-9,0.1,-1

# Next part
SMILES,GPR151 activ,MITF inh,FBW7 activator,TEAD-YAP inh
CCC(C)NS(=O)(=O)c1ccc(NC(=O)c2ccco2)cc1 (configuration not stated),-0.4,12,-0.1,2
CS(=O)(=O)c1ccc(C(=O)Nc2ccc(N3CCCCC3)cc2)c(Cl)c1,-0.2,13,0.2,2
CCN(C1CCCCC1)S(=O)(=O)c1ccc(OC)c(C)c1,2.3,3,0.0,2
CC(C)(CO)NC(=O)C1CC(c2ccccc2O)=NO1 (configuration not stated),1.7,-4,-0.2,0
